# CDK5 inh = inhibitors of human CDK5/p35 kinase, primary screen, biochemical, single concentration; 330,000 compounds, 0.01% hits; Cyclin-dependent kinase 5 (Homo sapiens) + Cyclin-dependent kinase 5 activator 1 (Homo …; inhibition, % at 10 µM; Recombinant CDK5/p35, ADP-Glo luminescence, 60 min; AID 488839, 2010;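 active = highest replicate inhibition of at least 50% and at least 75% of replicates reaching 50%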;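 also: plate controls were DMSO neutral control for no effect and GW8510 at 10 µM for full effect; many of its hits are not listed in these tables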
# dFosB act = activators of delta FosB homodimer, primary screen, biochemical, fluorescence polarization, TAMRA-CDK5 oligo, single point. purified delta FosB; percent of positive-control signal above neutral wells. activation, % at 25 µM. 340,000 compounds, 0.99% hits. AID 493131, 2011;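 active = mean activation above about 17%, with every replicate also reaching it, limit read from the data, passing the limit was not always enough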;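 also: fluorescence polarization rise as delta FosB binds a TAMRA Cdk5 AP-1 oligo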
# PvdQ inh = P. aeruginosa PvdQ acylase inhibitors, primary screen, biochemical, fluorescence, plate reader and imaging, single point; PvdQ acylase [Pseudomonas aeruginosa LESB58]; purified PvdQ acylase; inhibition, % at 10 µM; 340,000 compounds, 0.063% hits; AID 488965, 2010; in the data active = inhibition above about 30%, passing the limit was not always enough;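 also: 0% = vehicle neutral wells and 100% = reference inhibitor wells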
# MITF TRPM1 HTS = activators of MITF-driven TRPM1 promoter reporter, primary screen, cell-based, SK-MEL-5, luciferase, single point; SK-MEL-5 TRPM1-promoter luciferase, 24 h; % of positive control, neutral wells = 0; activation, % at 12.5 µM; 300,000 compounds, 0.75% hits;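 active = mean activation of at least 80% with every replicate also reaching 80%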;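 also: 0% = neutral control wells and 100% = parthenolide positive control wells; values of inactives mirror those of a sister screen read the other way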
# NSD2 HMT inh = NSD2 histone methyltransferase inhibitors, primary screen, biochemical, AlphaScreen, single concentration, set 2; inhibition, % at 12.5 µM; Histone-lysine N-methyltransferase NSD2 (Homo sapiens), O96028; 310,000 compounds, 0.54% hits; NSD2 peptide methylation, 120 min; in the data active = inhibition above about 50%
# V-ATPase pHluor = regulators of yeast V-ATPase proton pumping, primary screen, pHLuorin cytosolic pH fluorescence; 350,000 compounds, 0.37% hits; response, % at 10 µM; AID 504577, 2011; S. cerevisiae; in the data active = response mostly above about 7.3%, no sharp cut-off; inactive = mostly below about 5.4%; also: actives read high; inactives centre near 0; some compounds called inactive have numbers as strong as hits; reference of the scale not given here
# Wnt bcat act = Wnt/beta-catenin pathway activators, primary screen, cell-based, plate reader, single point; Wnt/beta-catenin reporter cell assay, activator; activation, % at 9.35 µM; 300,000 compounds, 1.2% hits; in the data active = activation above about 30%, passing the limit was not always enough;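 also: 0% = neutral control wells and 100% = positive control wells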
# SR-BI DiI inh = inhibitors of SR-BI mediated HDL lipid uptake, primary screen, ldlA[mSR-BI] cells, fluorescence, single point; Scavenger receptor class B member 1 (Mus musculus), Q61009; ldlA[mSR-BI] CHO cells, DiI-HDL uptake fluorescence, 3 h; inhibition, % at 12.5 µM; 320,000 compounds, 0.96% hits;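 active = mean replicate inhibition of at least 70% and a set share of replicates each scoring 70 or more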;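 also: 0% = median of neutral control wells and 100% = median of positive control wells; values of inactives mirror those of a sister screen read the other way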
# Target sequence (Q61009 whole entry, looked up): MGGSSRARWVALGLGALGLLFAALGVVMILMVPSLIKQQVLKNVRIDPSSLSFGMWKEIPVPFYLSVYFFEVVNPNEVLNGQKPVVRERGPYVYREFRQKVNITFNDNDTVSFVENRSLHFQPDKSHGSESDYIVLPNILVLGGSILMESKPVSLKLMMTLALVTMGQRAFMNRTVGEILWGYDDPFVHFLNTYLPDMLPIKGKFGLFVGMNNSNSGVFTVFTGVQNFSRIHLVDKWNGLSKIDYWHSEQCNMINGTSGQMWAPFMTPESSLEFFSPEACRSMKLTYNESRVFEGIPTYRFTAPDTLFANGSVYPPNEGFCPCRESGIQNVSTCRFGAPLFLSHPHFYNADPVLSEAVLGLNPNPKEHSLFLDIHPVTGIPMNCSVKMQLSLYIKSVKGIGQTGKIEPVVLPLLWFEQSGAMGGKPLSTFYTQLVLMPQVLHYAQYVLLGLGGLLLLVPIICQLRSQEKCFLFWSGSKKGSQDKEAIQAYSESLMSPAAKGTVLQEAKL
# HTR5A inv ctr = HTR5A inverse agonists in luminescence cell assay, primary screen, counter-screen for OPRM1-OPRD1 heterodimer inverse agonist project, full-deck HTS; AID 504634, 2011; 340,000 compounds, 0.083% hits; HTR5A cell line, inverse agonism; 5-hydroxytryptamine receptor 5A (Homo sapiens), P47898; inhibition, % at 9.3 µM; in the data active = inhibition mostly above about 23%, no sharp cut-off; inactive = mostly below about 18%;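 also: 0% = cells with DMSO and 100% = no-cell wells with DMSO; some compounds called inactive have numbers as strong as hits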
# Target sequence (P47898 whole entry, looked up): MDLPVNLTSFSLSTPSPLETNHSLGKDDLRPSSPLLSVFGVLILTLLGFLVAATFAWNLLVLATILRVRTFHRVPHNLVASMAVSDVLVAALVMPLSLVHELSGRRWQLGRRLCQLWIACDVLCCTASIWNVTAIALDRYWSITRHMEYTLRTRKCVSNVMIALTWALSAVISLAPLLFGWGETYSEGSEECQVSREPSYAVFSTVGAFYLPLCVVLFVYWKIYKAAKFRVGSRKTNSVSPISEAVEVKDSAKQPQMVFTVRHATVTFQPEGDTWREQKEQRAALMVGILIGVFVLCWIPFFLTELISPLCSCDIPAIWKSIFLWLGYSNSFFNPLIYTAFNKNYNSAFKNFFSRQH
# HTR5A ag ctr = HTR5A agonists in luminescence cell assay, primary screen, counter-screen for OPRM1-OPRD1 heterodimer agonist project, full-deck HTS; 5-hydroxytryptamine receptor 5A (Homo sapiens), P47898; cell-based; activation, % at 9.3 µM; 340,000 compounds, 0.61% hits; in the data active = activation mostly above about 9.5%, no sharp cut-off; inactive = mostly below about 7.6%;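 also: 0% = cells with vehicle only and 100% = reference agonist; strong numbers were not always called active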
# * = called active by the depositor; x = not tested or not shown.
SMILES,CDK5 inh,dFosB act,PvdQ inh,MITF TRPM1 HTS,NSD2 HMT inh,V-ATPase pHluor,Wnt bcat act,SR-BI DiI inh,HTR5A inv ctr,HTR5A ag ctr
O=C(Cc1ccc(F)cc1)Nc1ccc(Cl)cn1,-1.4,-4,-12,28,20,-5,4,-1,-11,4
COc1cccc(-c2cc(C(=O)Nc3c(C)nn(Cc4ccccc4C)c3C)no2)c1,0.4,-10,-13,4,0,5,x,54,0,-1
CCOc1ccccc1NC(=O)C(C)N1C(=O)c2ccccc2S1(=O)=O (centres undefined),0.1,-9,4,10,-1,-4,-5,11,10,1
COc1ccc(Oc2nc(SC)nc3ccccc23)cc1,0.7,-14,-8,-16,-3,3,-3,19,-2,1
CCOC(=O)c1ccc(CSc2nnc(C)n2N)o1,1.2,6,-10,5,4,-2,x,-10,15,-2
CSc1nc(Cc2ccc(Cl)cc2)nc2ccccc12,-0.8,4,-14,x,-3,0,25,-3,-17,0
COCCN1C(=O)N(c2cccc(OC)c2)C(=O)C1CC(=O)Nc1cccc(F)c1 (centres undefined),2.4,1,-16,x,-2,0,20,4,-5,1
C=CCn1c(SCC(=O)O)nc2sc(CC)cc2c1=O,-0.2,2,-13,-12,-2,-2,-1,-4,0,0
O=C(O)c1ccc(N=Nc2c(O)[nH]c3ccc(Br)cc23)cc1,-3.8,2,-22,46,4,-3,19,-5,3,-1
FC(F)Oc1ccccc1NC(=S)Nc1cccc(Cl)c1Cl,1.4,3,2,0,-2,4,x,-20,-14,0
COC(=O)c1ccc(CNC(=O)COC(=O)C23CC4CC(CC(C4)C2)C3)cc1,-0.2,-9,-4,1,-4,1,-2,-18,-20,6
Cc1cccc(C)c1Nc1nnc(SC/C(O)=C(\C#N)c2nc3ccccc3[nH]2)s1,0.2,-8,4,8,4,-2,0,0,4,0
O=C(Nn1c(-c2ccc(Cl)cc2)nc2ccccc2c1=O)c1cccnc1Cl,0.8,-3,-9,7,-2,2,-7,-13,22,0
COC(=O)c1cn(NC(=O)c2ccc(F)cc2)c(=O)c2ccccc12,-0.3,-4,-2,x,-10,2,-3,12,-7,-2
CCOc1ccccc1NC(=O)c1cc(=O)[nH]c2ccc(S(=O)(=O)N3CCOCC3)cc12,0.9,-1,-5,x,2,0,-2,-7,-3,2
Cc1cc2nnc(SC(C)C#N)n2c2ccccc12 (centres undefined),3.3,-12,2,x,x,-4,1,-39,-32,12
COc1cc(/C=N/NC(=O)C(N)=O)ccc1OCC(=O)N1C(C)CCCC1C (centres undefined),-3.9,-1,-16,2,-2,1,-1,60,1,0
O=C(c1ccccn1)N1N=C2/C(=C/c3ccc(F)cc3)CCCC2C1c1ccc(F)cc1 (centres undefined),-0.5,-18,-6,-14,0,-32,4,7,-28,-2
N#Cc1ccccc1NC(=O)CSc1ccc([N+](=O)[O-])cn1,-0.6,6,5,-19,-1,-1,0,x,2,-3
CC(C)C(c1nnnn1C(C)(C)C)N1CCC(Cc2ccccc2)CC1 (centres undefined),1.4,4,-20,-9,-3,-1,0,-8,3,1
COc1ccc(-c2nc(CSCC(=O)NCc3ccc4c(c3)OCO4)c(C)o2)cc1OC,0.9,-3,-5,1,x,0,-1,37,-38,0
CC(Oc1ccc2ccccc2c1)C(=O)N/N=C/c1cccnc1 (centres undefined),-2.1,-8,-16,-6,1,3,-2,x,-1,0
Cc1ccccc1-c1nsc(SCC(=O)Nc2ccc3c(c2)OCO3)n1,-1.5,-10,-7,15,-2,1,x,-9,-10,-2
CS(=O)(=O)N1CCN(Cc2ccc(C(F)(F)F)cc2)CC1,-3.9,1,-7,-16,-4,0,-7,18,-14,5
Cc1ccc2c(c1)N(CCC(=O)NCc1cccs1)C(=O)C(C)O2 (centres undefined),-2.1,1,3,x,15,9,0,10,-18,-1
CN(C)C(=O)N1CCC(C(=O)NC2CCCCCCC2)CC1,-0.6,-2,-5,3,-4,1,x,21,4,-2
COc1cc(C(=O)OCc2cccc(OC)c2OC)ccc1OCC(=O)N1CCOCC1,-0.7,-8,8,-24,-3,-1,-3,26,-8,3
O=C(O)CCCC(=O)Nc1ccc(Br)cc1,-2.5,3,-24,-4,0,0,x,-22,12,2
COc1ccc(C2NC(c3ccc(OC)c(OC)c3OC)C(C)C(=O)C2C)c(OC)c1OC (centres undefined),-1.1,-1,-8,-12,4,-3,-5,5,2,1
COc1cc(C(=O)NC(=S)Nc2ccc3[nH]c(=O)[nH]c3c2)cc(OC)c1OC,0.4,1,-9,-6,5,7,-3,9,-1,4
C=CCn1c(SCC(=O)NCCc2ccccc2)nnc1C1CC1,-6.4,4,-7,-3,7,3,5,11,-1,0
CC(NC(=O)C1CC1)c1ccc(-c2ccccc2)cc1 (centres undefined),0.5,3,-6,x,-3,8,-1,-1,13,-4
COC(=O)c1ccc(NC(=O)Nc2ccccc2C)cc1,5.0,-1,8,63,-2,1,8,19,-17,7
c1ccc(N=P(N2CCOCC2)(N2CCOCC2)N2CCOCC2)cc1,-2.8,-2,-13,9,0,5,x,-10,19,-2
Cc1ccc(S(=O)(=O)NC(C(=O)N2CCOCCOCCOCC2)c2ccccc2)cc1 (centres undefined),0.9,-4,10,4,0,-1,0,0,x,x
CCN(CC)c1ccc(/C=c2\sc3nc4ccccc4n3c2=O)c(O)c1,0.3,-25,-9,-10,x,0,x,9,-13,-3
CCOc1ccccc1NC(=O)CCS(=O)(=O)c1cccc2nsnc12,1.3,-8,-11,-4,-5,-1,1,10,0,6
O=C(CNC(=O)c1cccc(Br)c1)N/N=C/c1ccc[nH]1,-1.5,0,5,-23,1,-1,-10,-3,-1,3
Cc1ccc(CNC(=O)Cn2c(=O)c3sccc3n(Cc3ccc([N+](=O)[O-])cc3)c2=O)cc1,2.2,-4,-9,-7,-1,4,-3,10,9,-3
COc1ccc(CNc2nc(NCc3ccc(OC)cc3)n(S(C)(=O)=O)n2)cc1,0.5,-6,-3,x,1,5,-1,-16,22,-9
O=C(COC(=O)/C=C/C(=O)N1CCN(c2ccccc2)CC1)NCc1ccc(F)cc1,1.0,3,-18,-9,-1,0,-1,-53,-36,-3
O=C(NC(=S)Nc1ccccc1N1CCCC1)c1cccs1,-5.3,-8,-10,x,3,7,0,42,7,-2
COc1ccc(OC)c(NC(=O)COC(=O)CSc2ccc(Cl)cc2)c1,-0.9,-2,-11,0,-5,1,x,-8,-4,-4
O=C(NC1CCCC1)C(c1cccnc1)N(C(=O)c1csnn1)c1ccc(F)cc1 (centres undefined),-1.3,5,-13,5,-1,-4,-1,6,19,-1
COc1ccc(NC(=O)N2CCCC(C(=O)NCc3ccccc3F)C2)cc1 (centres undefined),0.4,-2,-3,12,0,-3,-4,4,-12,1
CS(=O)(=O)c1ccc(NS(=O)(=O)c2ccc3ccccc3c2)cc1,-2.8,-5,-7,2,5,2,1,9,-15,4
CCCCNc1nc2ccccc2[nH]1,-1.0,-2,-14,-5,-1,1,x,-22,0,0
COc1ccc2cc(CCNC(=O)C(C)C)c(=O)[nH]c2c1,1.2,-6,-3,9,x,1,2,3,2,-1
O=C(NCCC1=CCCCC1)C(=O)NCC1OCCCN1S(=O)(=O)c1ccccc1 (centres undefined),-0.5,-6,-7,3,-2,-2,-4,-11,-12,-1
CN(C)c1ccc(C(=O)OCC(=O)NC2CCCCCC2)cc1,-1.3,-6,-14,3,-1,-2,-1,-4,-17,7
Cc1c(NC(=O)C(C)OC(=O)c2cc(Cl)nc(Cl)c2)c(=O)n(-c2ccccc2)n1C (centres undefined),-1.1,-6,-7,-11,3,6,-1,-1,-4,0
CCN1CCN(CC(O)COc2ccc(C(C)=O)cc2)CC1 (centres undefined),1.8,-6,-11,5,x,3,-2,4,4,-1
CCCC[C@H]1COCCS(=O)(=O)N1Cc1ccccc1F,-1.0,4,6,-5,x,9,-1,-13,-4,3
CCc1nn(CC(=O)NCCN2CCN(C)CC2)c(=O)c2cc3occc3n12,-2.1,0,2,3,3,1,x,-8,13,-6
COc1cc(/C=C/C(=O)NNC(=O)c2cccc(S(=O)(=O)N(C)C)c2)cc(OC)c1OC,-1.5,-4,-9,1,1,-2,4,41,15,-6
Cc1ccc(Cn2c(CN(C)Cc3ccccc3)nc3c2c(=O)n(C)c(=O)n3C)cc1,-0.7,-15,-9,x,1,0,x,8,13,-4
CC(=O)c1sc(NC(=O)CN2C(=O)NC3(CCCC3)C2=O)nc1-c1ccccc1,-2.4,-9,-5,8,-1,2,-1,1,13,-5
COc1ccc(Cl)cc1NC(=O)/C=C/C(=O)O,0.0,-2,-2,7,-1,11,0,-33,7,12
CN(Cc1ccccc1F)c1ncnc2sccc12,-0.5,-3,-2,-3,4,-3,-5,x,-15,5
COc1ccc(C(c2c(O)nc(SC)n(C)c2=O)c2c(O)nc(SC)n(C)c2=O)cc1O,0.8,-3,-14,2,-2,2,4,-22,7,-3

# Entries of single compounds as entered above. Order of screens: CDK5 inh | dFosB act | PvdQ inh | MITF TRPM1 HTS | NSD2 HMT inh | V-ATPase pHluor | Wnt bcat act | SR-BI DiI inh | HTR5A inv ctr | HTR5A ag ctr
# `Cc1c(NC(=O)C(C)OC(=O)c2cc(Cl)nc(Cl)c2)c(=O)n(-c2ccccc2)n1C` (centres undefined) in the list: -1.1 | -6 | -7 | -11 | 3 | 6 | -1 | -1 | -4 | 0
# `Cc1ccc(Cn2c(CN(C)Cc3ccccc3)nc3c2c(=O)n(C)c(=O)n3C)cc1` in the list: -0.7 | -15 | -9 | x | 1 | 0 | x | 8 | 13 | -4
# `CCc1nn(CC(=O)NCCN2CCN(C)CC2)c(=O)c2cc3occc3n12` in the list: -2.1 | 0 | 2 | 3 | 3 | 1 | x | -8 | 13 | -6
# `CN(Cc1ccccc1F)c1ncnc2sccc12` in the list: -0.5 | -3 | -2 | -3 | 4 | -3 | -5 | x | -15 | 5

# (list continues)
SMILES,CDK5 inh,dFosB act,PvdQ inh,MITF TRPM1 HTS,NSD2 HMT inh,V-ATPase pHluor,Wnt bcat act,SR-BI DiI inh,HTR5A inv ctr,HTR5A ag ctr
Cc1ccc(CNS(=O)(=O)c2c(C)[nH]c(C)c2C(=O)N2CCCC2)cc1,0.1,-7,-22,-17,0,-1,-2,-6,10,0
O=C(Cc1cccs1)NCc1cccnc1,0.4,-1,-6,x,0,0,-1,-21,23,-1
COC(=O)CS(=O)(=O)c1ccc(C)cc1,0.3,7,0,-9,11,-2,-1,-16,-5,2
O=c1cc(O)c(-c2ccccc2)c(Cl)[nH]1,-0.8,-3,-15,-6,1,0,1,-8,9,-2
O=C1CCc2cc(S(=O)(=O)Nc3ccc(C(F)(F)F)cc3)cc3c2N1CC3,0.9,-6,-6,-1,-2,3,1,-10,2,3
COc1cccc(/C=C2/Oc3ccccc3N(CC(=O)NCC3CCCO3)C2=O)c1 (centres undefined),-0.1,1,-4,15,-2,1,x,15,15,1
CCCCC(=O)OCc1cn(-c2ccc(Cl)cc2)nn1,0.0,5,-8,3,121*,0,x,12,19,-7
COc1ccc(S(=O)(=O)Cc2ccc(C(=O)NC3CCCCCC3)o2)cc1,-1.6,-6,3,4,-1,-5,-2,-6,11,-2
